Compound activity as filed in PubChem BioAssay.
D1 agonist: agonists of human D1 dopamine receptor | P21728 | 1% of 360,000 active | activation, % at 2 µM | HEK293 T-REx D1 cells, calcium flux, agonist mode; in the data active = activation above about 30%; also: 0% is about no effect
Target sequence (P21728 whole entry, looked up): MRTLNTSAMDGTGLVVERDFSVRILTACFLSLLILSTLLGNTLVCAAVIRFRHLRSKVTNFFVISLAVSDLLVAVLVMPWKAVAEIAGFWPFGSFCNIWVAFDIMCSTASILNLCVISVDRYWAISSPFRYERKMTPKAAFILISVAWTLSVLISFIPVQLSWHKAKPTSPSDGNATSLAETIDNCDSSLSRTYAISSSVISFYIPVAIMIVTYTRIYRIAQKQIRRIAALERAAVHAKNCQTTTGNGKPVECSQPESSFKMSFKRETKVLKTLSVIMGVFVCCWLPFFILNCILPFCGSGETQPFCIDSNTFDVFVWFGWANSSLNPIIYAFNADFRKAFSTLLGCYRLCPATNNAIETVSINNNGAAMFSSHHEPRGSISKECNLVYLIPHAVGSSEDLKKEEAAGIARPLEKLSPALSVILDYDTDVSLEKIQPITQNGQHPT
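Agonism was scored from calcium flux recorded over 180 s (1 read/s) after pintool compound addition, following a 10-cycle baseline. Cells were inducible force-coupled HEK293 TREx D1, plated overnight at 30 C and loaded with no-wash calcium dye.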
LDHA inh: inhibitors of human lactate dehydrogenase A; 0.15% of 480,000 active; activity change, % (values are at about 110 or 230 µM); purified LDHA, NADH/diaphorase-resazurin fluorescence; hits give low values; in the data active = activity change below about -30%; inconclusive = mostly about -25% to -30%;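 also: plate controls were DMSO wells for no effect and wells without enzyme for full effect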
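LDH5 2 nM; NADH 0.06 mM, pyruvate 0.2 mM; 200 mM Tris pH 7.4, EDTA, Tween-20; 5 min RT. Detection: diaphorase 0.133 mg/mL + resazurin 37 µM, fluorescence ex540/em590 at 0 and 20 min; normalized to enzyme-free and DMSO wells.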
RXFP1 ag: RXFP1 (human) receptor agonism | Q9HBX9 | HEK293T-RXFP1 cAMP TR-FRET, 30 min; response scale: percent of porcine relaxin response, buffer zero | Potency, µM (series often up to 57.5 µM), without a hit: top-dose activation, actives largely listed as activators | 0.3% of 370,000 active; also: potency is read from the fitted curve at half-maximal effect; % is scaled to controls: 0 for no effect and ±100 for the full control effect; nearly all actives have a fitted effect of over 60% in size; many of its hits are not listed in these tables
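HEK293T cells stably expressing RXFP1 were pretreated with the PDE4 inhibitor Ro 20174, exposed to compounds for 30 min at 37C, lysed, and cAMP was read by TR-FRET. Data normalized to buffer (basal) and 29 nM porcine relaxin (100%).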
GRP78 ERSR act: inducers of ER stress response in human glioma cells. AID 602332. Potency, µM, without a hit: at the highest dose activation, usual class: activators. 0.02% of 420,000 active. U87-MG GRP78 promoter luciferase reporter, 16 h; also: potency is read from the fitted curve at half-maximal effect; series mostly up to about 76 µM; % of control where 0% means no effect; nearly all actives have a fitted effect of over 35% in size
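ERSR induction read as luciferase luminescence (Bright-Glo, 10 min at room temperature) in stably transfected human U87-MG glioma cells exposed to compounds for 16 h, using GRP78 as sensor.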
Vif-APOBEC3F blk: blocks the Vif interaction with APOBEC3F; AID 602313; 0.2% of 390,000 active; Potency, µM (doses to about 46.1 µM), for inactives: at the top dose activity, negative = active; HeLa A3F-eYFP + Vif (tagged APOBEC3F with the HIV-1 protein that degrades it), YFP fluorescence increase; also: potency is read from the fitted curve at half-maximal effect; % of control where 0% means no effect; nearly all actives have a fitted effect of over 65% in size
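Fluorescence increase (Ex 488/Em 500-530) after overnight compound treatment at 37 deg C flags inhibition of Vif-driven A3F-eYFP loss in stable HeLa A3F-eYFP/Vif cells seeded overnight beforehand.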
D1 antag: antagonists of human D1 dopamine receptor; P21728; 3.2% of 360,000 active; HEK293 TREx D1 cells, calcium flux, dopamine EC80; hits give low values; activity change, negative = inhibition, % at 10 µM; in the data active = activity change below about -30%; also: % is scaled to controls: 0 for no effect and ±100 for the full control effect
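Antagonism measured as reduced calcium response to an EC80 dopamine addition following 180 s compound pre-read; cells were inducible HEK293 Trex D1 plated overnight at 30 C, read kinetically at 1 cycle/sec.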
Vif-A3G inh: blocks the Vif interaction with human APOBEC3G. HeLa A3G-eYFP + Vif (tagged APOBEC3G with the HIV-1 protein that degrades it), YFP fluorescence, overnight. Potency, µM (highest dose often 46.1 µM), without a hit: top-dose activity, negative = active, most hits filed as inhibitors. 0.076% of 410,000 active;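 also: potency is read from the fitted curve at half-maximal effect; % is scaled to controls: 0 for no effect and ±100 for the full control effect; nearly all actives have a fitted effect of over 60% in size; hits raise eYFP signal because A3G escapes Vif-driven loss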
Target sequence (Q9HC16 whole entry, looked up): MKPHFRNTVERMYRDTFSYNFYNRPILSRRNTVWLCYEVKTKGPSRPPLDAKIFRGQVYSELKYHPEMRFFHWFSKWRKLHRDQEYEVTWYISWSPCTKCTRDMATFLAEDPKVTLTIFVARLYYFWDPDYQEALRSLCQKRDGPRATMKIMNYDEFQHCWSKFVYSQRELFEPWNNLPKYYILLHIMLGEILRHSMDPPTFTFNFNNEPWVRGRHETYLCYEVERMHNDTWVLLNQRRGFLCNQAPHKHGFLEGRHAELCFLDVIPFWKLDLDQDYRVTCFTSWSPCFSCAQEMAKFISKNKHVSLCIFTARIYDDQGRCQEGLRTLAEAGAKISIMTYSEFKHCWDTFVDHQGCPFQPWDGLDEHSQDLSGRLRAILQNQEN
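Read-out is eYFP fluorescence (Ex 488/Em 500-530) from Vif-expressing HeLa A3G-eYFP cells; more signal means A3G escaped Vif-mediated degradation. Cells plated overnight, compound pinned in, incubated overnight at 37 deg C.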
D2 PAM: D2 dopamine receptor (human) potentiation; HEK293 T-REx D2, calcium flux, EC20 dopamine potentiation; AID 485347; P14416; 0.34% of 340,000 active; potentiation, % at 10 µM;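 active = potentiation over 3 SD above the plate norm, cut at about 30% in these data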; also: 0% is about no effect
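Potentiation of an EC20 dopamine calcium response is measured in a force-coupled, tetracycline-inducible Hek293 Trex D2 line. Compound-only kinetic reads over 180 s flag agonists before dopamine addition.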
D1 PAM: human D1 dopamine receptor positive modulation | HEK293 TREx D1 cells, calcium flux, dopamine EC20 potentiation | potentiation, % at 10 µM | AID 504651 | 0.036% of 360,000 active | P21728; in the data active = potentiation above about 30%; also: 0% is about no effect
Numbers without * were called inactive; ? = inconclusive; · = not tested or not shown. Unless noted, calls follow the shape of the dose curve; as a rule, active = well fitted curve in the direction sought with a large enough effect; inconclusive = small, poorly fitted or top-dose-only effect, or another doubt; inactive = no such curve, though single readings can be large; an effect the other way counts as inactive or inconclusive. A portion of the library; the hit share may differ from the screen's.

[1] Cc1ccsc1-c1nc(CSCC(=O)NCc2ccc3c(c2)OCO3)c(C)o1
[2] O=C(c1ccc(CNS(=O)(=O)c2ccc(Br)cc2)cc1)N1CCCC1
[3] COc1ccc(OC)c(CCNC(=O)c2sc3nc4n(c(=O)c3c2C)CCCC4)c1
[4] CCN(CC)CCOC(=O)C12CC3CC(CC(C3)C1)C2
[5] CCOc1ccccc1N(CC(=O)Nc1ccccc1F)S(=O)(=O)c1ccccc1
[6] C=CCNC(=O)c1ccc(-c2nc(-c3ccc(Cl)c(Cl)c3)cs2)cc1

compound no. | 1 | 2 | 3 | 4 | 5 | 6
RXFP1 ag | 0.0% | 2.2% | -2.0% | 0.3% | 0.8% | -5.4%
LDHA inh | 4.0 | -3.2 | 0.0 | -1.3 | -6.3 | 0.0
D1 agonist | 2.5 | 1.8 | -0.2 | 3.9 | 8.5 | 6.0
Vif-APOBEC3F blk | 0.8% | 12.7% | -2.3% | -5.5% | -1.1% | 3.0%
GRP78 ERSR act | -3.1% | -2.4% | 0.4% | -4.0% | -5.9% | -3.9%
D1 antag | -9.3 | 1.2 | -6.9 | 4.5 | 5.3 | 4.1
D1 PAM | · | 5.8 | -1.1 | 2.0 | -5.5 | -4.8
D2 PAM | -4.4 | 2.5 | -3.7 | -0.6 | 3.5 | 15.2
Vif-A3G inh | 3.9% | -1.0% | -1.3% | 0.2% | 0.4% | 0.5%

Exported with each value named: 2 of the compounds above
1: Cc1ccsc1-c1nc(CSCC(=O)NCc2ccc3c(c2)OCO3)c(C)o1
  RXFP1 ag: 0.0% | LDHA inh: 4.0 | D1 agonist: 2.5 | Vif-APOBEC3F blk: 0.8% | GRP78 ERSR act: -3.1% | D1 antag: -9.3 | D1 PAM: · | D2 PAM: -4.4 | Vif-A3G inh: 3.9%
2: O=C(c1ccc(CNS(=O)(=O)c2ccc(Br)cc2)cc1)N1CCCC1
  RXFP1 ag: 2.2% | LDHA inh: -3.2 | D1 agonist: 1.8 | Vif-APOBEC3F blk: 12.7% | GRP78 ERSR act: -2.4% | D1 antag: 1.2 | D1 PAM: 5.8 | D2 PAM: 2.5 | Vif-A3G inh: -1.0%

In a second layout: entries from further up.
cpd | mol | RXFP1 ag | LDHA inh | D1 agonist | Vif-APOBEC3F blk | GRP78 ERSR act | D1 antag | D1 PAM | D2 PAM | Vif-A3G inh
5 | CCOc1ccccc1N(CC(=O)Nc1ccccc1F)S(=O)(=O)c1ccccc1 | 0.8% | -6.3 | 8.5 | -1.1% | -5.9% | 5.3 | -5.5 | 3.5 | 0.4%
3 | COc1ccc(OC)c(CCNC(=O)c2sc3nc4n(c(=O)c3c2C)CCCC4)c1 | -2.0% | 0.0 | -0.2 | -2.3% | 0.4% | -6.9 | -1.1 | -3.7 | -1.3%

Continuation:
[7] COc1cccc(C(=O)NC(C)C(c2cccs2)N2CCOCC2)c1 (stereo not drawn)
[8] CCOc1ccc2nc(N(CCCN(C)C)C(=O)c3ccc(S(=O)(=O)N4CCc5ccccc5C4)cc3)sc2c1
[9] COC(=O)c1ccccc1OCCOCCOc1cccc2ccc(C)nc12
[10] COc1ccc2cc3cc(C(=O)NC4CC4)sc3nc2c1
[11] CC(CNC(=O)c1nnc(Cc2ccc(F)cc2)o1)c1ccccc1 (stereo not drawn)
[12] CCOc1ccc(NC(=O)C2CCN(S(=O)(=O)c3ccc4c(c3)oc(=O)n4C)CC2)cc1

compound no. | 7 | 8 | 9 | 10 | 11 | 12
RXFP1 ag | -0.1% | -1.2% | 0.8% | -1.3% | -3.3% | 4.0%
LDHA inh | -4.6 | 0.4 | 5.5 | 1.6 | -4.4 | 1.9
D1 agonist | 0.2 | 19.2 | 1.3 | 2.9 | 0.1 | -1.2
Vif-APOBEC3F blk | 4.3% | 2.3% | -9.1% | 1.1% | 3.0% | -3.6%
GRP78 ERSR act | -2.9% | -11.1% | 0.1% | -10.6% | -4.3% | -2.4%
D1 antag | -4.4 | 24.0 | -24.8 | 6.7 | -5.8 | -11.3
D1 PAM | 0.4 | -2.7 | -0.5 | -5.8 | 1.1 | -2.7
D2 PAM | 4.5 | 10.3 | 7.7 | 2.4 | 0.5 | -4.6
Vif-A3G inh | 1.3% | -17.4% | -7.3% | -3.2% | 4.7% | 4.4%

Another view of 2 compounds above:
| no. | SMILES | RXFP1 ag | LDHA inh | D1 agonist | Vif-APOBEC3F blk | GRP78 ERSR act | D1 antag | D1 PAM | D2 PAM | Vif-A3G inh |
| --- | --- | --- | --- | --- | --- | --- | --- | --- | --- | --- |
| 10 | COc1ccc2cc3cc(C(=O)NC4CC4)sc3nc2c1 | -1.3% | 1.6 | 2.9 | 1.1% | -10.6% | 6.7 | -5.8 | 2.4 | -3.2% |
| 11 | CC(CNC(=O)c1nnc(Cc2ccc(F)cc2)o1)c1ccccc1 (stereo not drawn) | -3.3% | -4.4 | 0.1 | 3.0% | -4.3% | -5.8 | 1.1 | 0.5 | 4.7% |

Next section:
[13] COc1ccccc1-n1c(COc2ccccc2-c2ccccc2)nnc1SCC(=O)c1c(N)n(C)c(=O)n(C)c1=O
[14] COCCn1c(SCC(=O)Nc2ncc(C)s2)nc2sc3c(c2c1=O)CCC3
[15] c1ccc2cc(OCCOCCOc3ccc4ccccc4c3)ccc2c1
[16] COc1ccc(-n2c(Cc3cc(=O)[nH]c(=O)[nH]3)nnc2SCC(=O)NC2CCCC2)cc1
[17] CCOC(=O)c1ccc(-n2c(CN3CCC(C(N)=O)CC3)nc3ccc([N+](=O)[O-])cc3c2=O)cc1
[18] CC(C)NC(=O)N(C)C[C@@H]1OCc2ccccc2-c2c(n(C)c3ccccc23)C(=O)N([C@@H](C)CO)C[C@@H]1C

compound no. | 13 | 14 | 15 | 16 | 17 | 18
RXFP1 ag | 0.7% | 0.1% | 3.0% | 1.3% | 0.8% | ·
LDHA inh | -3.4 | · | -8.7 | 3.1 | -0.2 | -1.3
D1 agonist | 5.3 | 1.9 | 12.2 | 0.5 | 1.8 | ·
Vif-APOBEC3F blk | 3.3% | · | -20.6% | -3.8% | 1.4% | 6.8%
GRP78 ERSR act | -3.6% | · | -4.9% | -2.3% | 6.3% | -3.3%
D1 antag | -13.3 | -9.8 | 1.9 | -1.5 | -0.7 | ·
D1 PAM | 1.6 | 0.7 | 2.5 | -3.2 | 0.6 | ·
D2 PAM | -3.5 | 5.9 | 1.9 | 3.6 | 6.5 | ·
Vif-A3G inh | 1.7% | · | 5.9% | 0.6% | -0.1% | -0.6%

[19] COc1ccc(NC(=S)N(CCc2c(C)[nH]c3ccccc23)Cc2cccnc2)cc1
[20] Cc1cc(C)nc(NS(=O)(=O)c2ccc(NC(=O)c3cc4c(=O)n5cccc(C)c5nc4n3C)cc2)n1
[21] CCCCOc1ccc(C(=O)NCC(=O)OC2CCOC2=O)cc1 (stereo not drawn)
[22] COc1ccc(NC(=O)CSCC(=O)NC2(C)CCS(=O)(=O)C2)cc1 (stereo not drawn)

compound no. | 19 | 20 | 21 | 22
RXFP1 ag | 3.1% | 9.1% | 2.7% | 4.6%
LDHA inh | -4.8 | -0.2 | 2.3 | -2.2
D1 agonist | -3.8 | 1.3 | -0.6 | 3.4
Vif-APOBEC3F blk | -8.1% | -7.0% | · | -4.2%
GRP78 ERSR act | -1.6% | -1.6% | ? | -1.2%
D1 antag | 2.3 | 3.2 | 0.3 | -6.0
D1 PAM | -3.0 | -8.1 | -10.8 | -7.5
D2 PAM | -5.5 | 9.7 | -11.3 | 1.8
Vif-A3G inh | 0.0% | 3.3% | -0.2% | 3.3%
